Source: PubChem
KCNQ1 act = potentiators or activators of human KCNQ1 potassium channel. P51787. CHO-K1 KCNQ1, thallium flux FluxOR fluorescence; stronger effect = higher value. B-score at 10 µM. actives 0.35% (n = 310,000). AID 2648;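 active means fluorescence ratio B-score, a plate-corrected score, at least three library SD, with initial intensity B-score within 5 SD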
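Schedule – 37 °C overnight plating, 90-min dark dye load, 20-min compound pretreatment · System – stable KCNQ1 CHO-K1 line · Probe or stimulus – thallium- and potassium-containing depolarizing buffer · Measured by – kinetic FluxOR fluorescence, 10 s baseline plus 110 s post-stimulus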
TMEM16A act = activators or potentiators of mouse TMEM16A chloride channel; Q8BHY3; HEK293 TMEM16A/YFP-H148Q/I152L, iodide quench fluorescence; stronger effect = lower value; B-score at 10 µM; actives 0.3% (n = 340,000); AID 623877;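 active means fluorescence-ratio B-score plate-corrected deviation score at least 3 library SD below zero, with starting fluorescence score within 5 deviations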;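 further: channel opened by trigger with iodide after compound preincubation; score built on the fluorescence ratio of max minus min over baseline; more negative score means more quench and so TMEM16A activation or potentiation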
hERG rescue = shields human hERG channel from block by proarrhythmic agents; Q12809; CHO-hERG, FluxOR thallium flux, dofetilide IC70 present; activation (rescue from dofetilide block), less the hit threshold, % at 10 µM; actives 0.51% (n = 310,000);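 active means activation above the mean of controls blocked by dofetilide plus 5 SD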;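 further: thallium influx through hERG after potassium depolarization seen as dye fluorescence rise; in these data hits start at about 4.7%; inactives centre near -7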
KCNK3 inh = human KCNK3 channel inhibition, primary screen | O14649 | CHO-KCNK3 thallium flux, FluxOR fluorescence; stronger effect = lower value | B-score at 10 µM | actives 0.84% (n = 340,000);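 active means B-score under library mean minus 4 SD, starting fluorescence ratio at most library mean plus 5 SD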;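 further: more negative B-score means stronger inhibition of thallium flux through KCNK3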
Target sequence (O14649 whole entry, looked up): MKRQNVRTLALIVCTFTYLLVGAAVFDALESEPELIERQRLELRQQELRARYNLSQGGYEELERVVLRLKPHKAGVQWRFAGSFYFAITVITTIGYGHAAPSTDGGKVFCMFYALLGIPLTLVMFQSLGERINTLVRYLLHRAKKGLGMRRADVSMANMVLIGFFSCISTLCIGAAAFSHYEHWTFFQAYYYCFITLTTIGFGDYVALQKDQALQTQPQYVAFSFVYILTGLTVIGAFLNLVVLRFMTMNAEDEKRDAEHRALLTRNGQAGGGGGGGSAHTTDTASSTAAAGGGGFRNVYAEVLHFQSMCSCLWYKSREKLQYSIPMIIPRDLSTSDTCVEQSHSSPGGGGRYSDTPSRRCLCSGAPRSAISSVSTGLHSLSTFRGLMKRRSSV
KCNQ1 block = inhibitors of human KCNQ1 potassium channel. P51787. CHO-K1 KCNQ1, FluxOR thallium flux fluorescence; stronger effect = higher value. B-score at 10 µM. actives 1.3% (n = 310,000). AID 2642;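 active means compounds whose thallium flux B-score, printed positive for inhibition, exceeds three library SD while starting fluorescence stays within three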;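 further: channel opened by potassium depolarization with thallium stimulus after 20 min compound exposure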
SKKanGAS inh = SKKanGAS growth inhibition. inhibition, % at 7.5 µM. actives 1.3% (n = 300,000). S. pyogenes SKKanGAS, kanamycin growth, BacTiter-Glo, 6 h;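 active means mean replicate score, as percent of positive control median, at least 50; inconclusive means mean below 50 but one replicate at or above 50; inactive means mean and every replicate below 50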;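 further: strain carries kanamycin resistance gene driven by streptokinase promoter and grows in 40 µg/ml kanamycin; loss of luminescence reflects streptokinase promoter inhibition or plain growth inhibition; 0% = median of DMSO wells and 100% = positive control at its reference dose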
RGS4 act = RGS4 potentiation or activation; actives 0.92% (n = 310,000); B-score at 10 µM; HEK293 M3R/inducible RGS4, carbachol calcium flux Fluo4; stronger effect = lower value;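 active means B-score of the integrated calcium signal more than 4 SD below the library mean, with starting fluorescence not abnormally high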;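 further: negative B-score means reduced calcium response which marks RGS4 activation or potentiation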
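Test system: HEK293 cells with stable M3R and inducible RGS4; also added: carbachol at ECmax as muscarinic agonist stimulus; schedule: dye loading 30 min 37 °C, buffer rest 30 min RT; technique: kinetic calcium fluorescence imaging with Fluo4-AM dye, 2 µM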
KCNK9 block = blocks the human KCNK9 two-pore domain potassium channel | actives 1.2% (n = 310,000) | Q9NPC2 | B-score at 10 µM | HEK293 KCNK9, FluxOR thallium flux fluorescence; stronger effect = lower value;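 active means ratio B-score over 3 SD below the library mean, with starting fluorescence within 5 SD of its mean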;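 further: negative B-score means less thallium flux so channel inhibition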
HDAC3 inhib = blocks human histone deacetylase 3; O15379; recombinant HDAC3, fluorogenic peptide/trypsin coupled, fluorescence; inhibition, % at 8.3 µM; actives 0.15% (n = 320,000); in the data active means inhibition above about 26%, passing the limit was not always enough; inconclusive means no clear call, values can overlap the other calls
Target sequence (O15379 whole entry, looked up): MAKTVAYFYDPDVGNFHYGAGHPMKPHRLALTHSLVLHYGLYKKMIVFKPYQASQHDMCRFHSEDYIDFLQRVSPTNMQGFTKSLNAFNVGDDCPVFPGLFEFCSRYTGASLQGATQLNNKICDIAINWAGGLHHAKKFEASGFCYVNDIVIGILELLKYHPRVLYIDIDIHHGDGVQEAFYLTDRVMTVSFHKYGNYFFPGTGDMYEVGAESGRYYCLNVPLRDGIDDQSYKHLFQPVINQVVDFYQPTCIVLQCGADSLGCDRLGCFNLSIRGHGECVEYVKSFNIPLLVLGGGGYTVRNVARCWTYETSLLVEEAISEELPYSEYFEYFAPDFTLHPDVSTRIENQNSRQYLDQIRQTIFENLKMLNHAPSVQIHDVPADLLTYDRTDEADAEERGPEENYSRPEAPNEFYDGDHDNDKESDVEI
RGS4 block = human RGS4 inhibition; P49798; HEK293 M3R/RGS4 inducible, Fluo-4 calcium flux; stronger effect = higher value; triggered by carbachol at its EC20; B-score at 10 µM; actives 0.45% (n = 310,000); AID 463165;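 active means B-score, a plate-corrected calcium signal, over three deviations above library mean, with baseline fluorescence within five deviations of library mean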;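 further: RGS4 expression induced by doxycycline in cells with stable M3 receptor; B-score is computed from the integrated fluorescence ratio over baseline after carbachol; higher B-score means a larger calcium signal and so more RGS4 inhibition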
Target sequence (P49798 whole entry, looked up): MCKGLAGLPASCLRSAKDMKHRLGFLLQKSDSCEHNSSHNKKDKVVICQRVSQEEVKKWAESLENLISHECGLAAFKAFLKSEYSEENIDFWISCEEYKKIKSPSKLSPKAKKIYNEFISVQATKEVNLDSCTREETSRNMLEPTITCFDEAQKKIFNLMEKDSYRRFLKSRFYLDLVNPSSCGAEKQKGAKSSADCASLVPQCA
TMEM16A inh = mouse TMEM16A channel inhibition, primary screen | Q8BHY3 | HEK293 TMEM16A/YFP iodide influx fluorescence, ionomycin | normalized B-score (activity score, 25-100; higher = stronger inhibition) at 10 µM | actives 1.2% (n = 310,000);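 active means ratio plate-corrected score three or more library SD toward inhibition, starting fluorescence score within five deviations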;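 further: score derived from kinetic fluorescence span divided by baseline fluorescence per well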
Numbers without * were called inactive; i = inactive; u = inconclusive; x = no result given.

SMILES	KCNQ1 act	TMEM16A act	hERG rescue	KCNK3 inh	KCNQ1 block	SKKanGAS inh	RGS4 act	KCNK9 block	HDAC3 inhib	RGS4 block	TMEM16A inh
COc1ccc2nc(N3C(=O)CC(C(C)c4ccccc4)C3=O)sc2c1 (configuration not stated)	i	i	-9	i	i	2	i	i	3	i	i
COc1ccc(-c2csc(NC(=S)NC(=O)c3ccccc3)n2)cc1Br	i	i	-9	i	i	-5	i	i	5	i	i
COCc1nnc(NC(=O)CC(c2ccccc2)c2ccccc2)s1	i	i	-4	i	i	1	i	i	3	i	i
COc1ccccc1C(=O)NNC(=O)c1ccc(NC(=O)c2ccccc2)cc1	i	i	-7	i	i	0	i	i	1	i	i
CC(C)Cc1nnc(NC(=O)Cc2ccc([N+](=O)[O-])cc2)s1	i	i	-4	i	i	-5	i	i	-2	i	i
COC(=O)c1c(NC(=O)c2ccccc2[N+](=O)[O-])sc2c1CC(C)(C)NC2(C)C	i	i	-5	i	i	-4	i	i	-1	i	i
NC(=O)c1cc(C(=O)c2ccc(Cl)cc2Cl)c[nH]1	i	i	-2	i	i	33	i	i	5	i	i
CCn1c(=O)c(C(=O)NNC(=O)c2ccccc2Cl)c(O)c2ccccc21	i	i	-8	i	i	58*	i	i	3	i	i
COC(=O)c1cc(=O)n(-c2ccc(F)cc2)c(=Nc2ccc(F)cc2)s1	i	i	-12	i	i	-5	i	i	7	13*	i
CCOC(=O)C1=C(c2ccccc2)Nc2ncnn2C1c1ccc(OC)c(OC)c1OC (configuration not stated)	i	i	1	i	i	0	i	i	x	i	i
CCC(=O)c1ccc(OCC(=O)OCC(=O)Nc2sccc2C(N)=O)cc1	i	i	-13	i	i	0	i	i	4	i	i
CCn1c2ccccc2c2nnc(SCC(=O)N(C)C3CCS(=O)(=O)C3)nc21 (configuration not stated)	i	i	-6	i	i	2	i	i	1	i	i
Nc1c(-c2cccs2)cnn1-c1nc(-c2ccc(Cl)cc2Cl)cs1	i	i	-7	i	i	0	i	i	-3	i	i
S=C1NC2(CCCC2)N=C1c1ccccc1	i	i	-11	i	i	-2	i	i	7	i	i
O=C(CSc1nnnn1Cc1ccccc1)Nc1ccc2c(c1)OCO2	i	x	-9	i	i	-1	i	i	-3	i	i
CCOn1c(=O)c(-c2ccc(C)cc2)[n+]([O-])c2ccccc21	i	i	-2	i	i	-2	i	i	1	i	i
CCOC(=O)c1c(C)nc2ccc(C)cn12	i	i	0	i	i	1	i	i	6	i	i
CCOC(=O)c1sc(N=NC2=C(O)CCCC2=O)c(C(=O)OCC)c1C	i	i	-9	i	i	2	i	i	3	i	i
CCCC(=O)NC1=C(C#N)C2(CCCC2)Cc2ccccc21	i	i	-5	i	i	-1	i	i	3	i	i
CCCn1cc(NC(=O)C2CC(c3cccc(Br)c3)=NO2)cn1 (configuration not stated)	i	i	-11	i	i	2	i	i	6	i	i
COc1ccc(OC)c(/C=C2\SC(=S)N(C(C(=O)O)c3ccccc3)C2=O)c1 (configuration not stated)	i	i	-15	i	i	12	i	i	1	i	i
CCOC(=O)C1(Cc2cccc(OC)c2)CCN(C/C=C/c2ccc(OC)cc2)CC1	i	i	-22	i	7*	-2	i	i	5	i	25*
CN(C)CCN(C(=O)c1ccc(S(=O)(=O)N2CCCC2)cc1)c1nc2ccc(Br)cc2s1	i	i	-10	i	i	5	i	i	2	i	i
Cc1oc(-c2ccc(Cl)cc2)cc1-c1nn2c(-c3ccoc3C)nnc2s1	i	i	-13	i	i	-2	i	i	8	i	i
CC(=O)N1CC=CC1(C)C(=O)NCc1cc(F)cc(C(F)(F)F)c1 (configuration not stated)	i	i	-6	i	i	-4	i	i	4	i	i
The list continues.
SMILES	KCNQ1 act	TMEM16A act	hERG rescue	KCNK3 inh	KCNQ1 block	SKKanGAS inh	RGS4 act	KCNK9 block	HDAC3 inhib	RGS4 block	TMEM16A inh
CCCCCn1c(N2CCC(Cc3ccccc3)CC2)nc2c1c(=O)[nH]c(=O)n2C	i	i	-11	i	i	93*	-9*	i	-6	i	100*
O=c1c(Cc2ccc(F)cc2)c(O)ccn1C1CC1	i	i	-1	i	i	-2	i	i	-1	i	i
Cc1ccc(SCC(=O)NCCN2C(=O)CSC2=O)cc1C	i	i	-3	i	i	-12	i	i	2	i	i
CCN(CC)C(C(=O)Nc1ccc2c(c1)OCO2)c1ccccc1 (configuration not stated)	i	i	-10	i	i	5	i	i	1	i	i
COC(=O)CCCC1=CC2=CC(=O)C(C)(OC(=O)C3CCCC3)C(=O)C2=CO1 (configuration not stated)	i	i	-9	i	i	6	i	i	19	i	i
CC(=O)Nc1cc2c(cc1NC(=O)Cn1nc(-c3ccc4c(c3)OCCO4)ccc1=O)OCCO2	i	i	-5	i	i	-5	i	i	-5	i	i
COc1cccc(CN(C)CC(=O)NC(=O)NCc2ccco2)c1	i	i	-6	i	i	4	i	i	u	i	i
CCOc1ccc(N/C=C/C(=O)c2ccc3ccccc3c2)c([N+](=O)[O-])c1	i	i	-15	i	i	-3	i	i	-2	i	i
O=c1nc2scc(-c3ccccc3)n2c2ccccc12	i	i	-1	i	i	-7	i	i	-1	i	i
CC(=O)NCCn1c(SCC(=O)NCc2ccco2)nc2ccccc2c1=O	i	i	-9	i	i	12	i	i	-4	i	i
Cc1cccc(C2Nc3ccccc3C(=O)N2CCc2ccccc2)n1 (configuration not stated)	i	i	-3	i	i	4	i	i	-10	i	i
O=C(N=C1SC2CS(=O)(=O)CC2N1c1ccc(OC(F)(F)F)cc1)C1CC1 (configuration not stated)	i	i	-5	i	i	2	i	i	1	i	i
CC1CCN(Cc2c(C(=O)N3CCc4ccccc4C3)nc3ccc(Cl)cn23)CC1	i	i	-2	i	i	-2	i	i	5	i	i
CC(C)NC(=O)c1ccc(CNC(=O)OCC(F)(F)F)cc1	i	i	-1	i	i	-2	i	i	7	i	i
COc1ccc(OCC(=O)N2CCN(C(=O)COc3ccccc3)CC2)cc1	i	i	-12	i	i	18	i	i	-9	i	i
O=C(CCNC(=O)c1ccc(Cl)cc1)Nc1ccccc1N1CCCC1	i	i	-11	i	i	46	i	i	-1	i	i
Cc1ccnc2nc(C(=O)OCC(=O)c3c[nH]c4ccccc34)nn12	i	i	-8	i	i	-2	i	i	0	i	i
COc1ccc(-c2noc(COc3ccc(Cl)c(C)c3)n2)cc1	i	i	-5	i	i	2	i	i	5	i	i
CCOc1cc(C=C2C(=O)c3ccccc3C2=O)ccc1OCC(=O)Nc1ccc(C)cc1	i	i	3	i	i	0	i	i	2	i	i
CSCC(=O)NS(=O)(=O)c1ccc(C)cc1	i	i	-9	i	i	-1	i	i	-5	i	i
COC(=O)c1c(NC(=O)CN2C(=O)NC3(CCC(C(C)(C)C)CC3)C2=O)sc2c1CCCCC2 (configuration not stated)	i	i	-3	i	i	0	i	i	-3	i	i
Cc1ccc(-c2cc(C(F)(F)F)n3ncc(C(=O)N4CCCCC4c4cccnc4)c3n2)cc1 (configuration not stated)	i	i	-14	i	i	11	i	i	6	i	i
CC1CCCC(C)N1C(=O)CSc1nnc(-c2c[nH]c3ccccc23)o1 (configuration not stated)	i	i	-3	i	i	7	i	i	13	i	i
COc1ccc(N2CCN(CC(O)COc3cc(C)cc(C)c3)CC2)cc1 (configuration not stated)	i	i	-6	i	i	-4	i	i	6	i	i
O=C(OCCN1C(=O)c2cccc3c(N4CCOCC4)ccc(c23)C1=O)c1ccc(Cl)cc1Cl	i	i	-23	i	i	13	i	i	3	i	i

Entries of single compounds, looked up by structure. Order of values: KCNQ1 act | TMEM16A act | hERG rescue | KCNK3 inh | KCNQ1 block | SKKanGAS inh | RGS4 act | KCNK9 block | HDAC3 inhib | RGS4 block | TMEM16A inh
`CCOc1ccc(N/C=C/C(=O)c2ccc3ccccc3c2)c([N+](=O)[O-])c1` is entered as i | i | -15 | i | i | -3 | i | i | -2 | i | i
`Cc1ccc(SCC(=O)NCCN2C(=O)CSC2=O)cc1C` is entered as i | i | -3 | i | i | -12 | i | i | 2 | i | i
`Cc1ccnc2nc(C(=O)OCC(=O)c3c[nH]c4ccccc34)nn12` is entered as i | i | -8 | i | i | -2 | i | i | 0 | i | i
`Cc1ccc(-c2cc(C(F)(F)F)n3ncc(C(=O)N4CCCCC4c4cccnc4)c3n2)cc1` (configuration not stated) is entered as i | i | -14 | i | i | 11 | i | i | 6 | i | i
`Cc1cccc(C2Nc3ccccc3C(=O)N2CCc2ccccc2)n1` (configuration not stated) is entered as i | i | -3 | i | i | 4 | i | i | -10 | i | i

(continued)
SMILES	KCNQ1 act	TMEM16A act	hERG rescue	KCNK3 inh	KCNQ1 block	SKKanGAS inh	RGS4 act	KCNK9 block	HDAC3 inhib	RGS4 block	TMEM16A inh
Cc1c(NC(=O)c2ccc3ncccc3c2)c(=O)n(-c2ccccc2)n1C	i	i	-10	i	i	-5	i	i	-3	i	i
CC(=O)c1cc2c(cc1NC(=O)CN1CCCCC1C)OCO2 (configuration not stated)	i	i	-9	i	i	-8	i	i	12	i	i
CCOC(=O)N1CCC(NC(=O)CS(=O)(=O)Cc2nc(-c3ccc(OC)cc3)oc2C)CC1	i	i	-4	i	i	-1	i	i	3	i	i
CC1CCC(NC(=O)CCS(=O)(=O)c2ccc3c(c2)CCN3C(=O)C2CC2)CC1 (configuration not stated)	i	i	-6	i	i	2	i	i	u	i	i
Cc1ccc(Nc2ccc([N+](=O)[O-])nc2[N+](=O)[O-])cc1	i	i	-4	i	i	1	i	i	-2	i	i
Cc1cc(-c2n[nH]c(=S)n2-c2ccccc2)nn1C	i	i	-7	i	i	4	i	i	9	i	i
Cc1cc(C)cc(NC(=O)CSc2ncc(S(=O)(=O)c3ccccc3)c(=O)[nH]2)c1	i	x	1	x	i	2	i	i	2	i	i
Cc1ccc2nc(SC(C(=O)c3ccccc3)c3ccccc3)nc(C)c2c1 (configuration not stated)	i	i	-14	i	i	7	i	i	0	i	i
Nc1ccc(C(=O)c2cccs2)cc1	i	i	1	i	i	-2	i	i	x	i	i
COc1ccc(Cn2c(-c3ccc(OC)cc3)nc3c(c(=O)c4ccccc4n3C)c2=O)cc1	i	x	-11	x	i	18	i	i	1	i	i
CN1C(=O)CSc2ccc(NC(=O)N3CCOCC3)cc21	i	i	2	i	i	6	i	i	-3	i	i
CCCCN1C(=O)C(O)=C(C(C)=O)C1c1ccccc1 (configuration not stated)	i	i	-3	i	i	1	i	i	3	i	i
